Screening data (PubChem BioAssay)
MsrA inhibitor – inhibits bovine methionine sulfoxide reductase A. hit rate 0.75% among 360,000. AID 651718. purified bovine MsrA, absorbance read-out. inhibition, % at 15.5 µM; in the data active = inhibition above about 4.5%;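 note: 0% = vehicle wells with enzyme and 100% = reference inhibitor wells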
CSN inh – blocks human CSN-mediated cullin deneddylation | Q92905 | Purified CSN, SCF-Nedd8-OG deneddylation, fluorescence polarization | inhibition, % at 12.5 µM | hit rate 0.38% among 360,000;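 active = pattern-corrected inhibition above about 35%, with an unprinted fluorescence ratio check between 0.5 and 1.5, limit read from the data, passing the limit was not always enough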;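 note: 0% = enzyme with substrate and 100% = substrate without enzyme; some results filed as inactive read as strong as hits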
Target sequence (Q92905 whole entry, looked up, one chain of several): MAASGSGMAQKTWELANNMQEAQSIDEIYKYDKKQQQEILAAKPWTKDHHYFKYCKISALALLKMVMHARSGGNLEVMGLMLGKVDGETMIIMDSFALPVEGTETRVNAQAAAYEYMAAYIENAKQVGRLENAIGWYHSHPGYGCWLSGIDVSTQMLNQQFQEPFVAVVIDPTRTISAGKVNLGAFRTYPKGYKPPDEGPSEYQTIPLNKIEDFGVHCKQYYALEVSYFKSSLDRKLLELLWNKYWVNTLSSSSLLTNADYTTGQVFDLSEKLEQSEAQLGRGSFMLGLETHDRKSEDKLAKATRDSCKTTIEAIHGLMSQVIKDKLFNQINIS
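Detection – fluorescence polarization · System – HEK293T-derived human Csn5 enzyme · Controls – substrate-only high control, full reaction low control · Timing – 90 min, room temperature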
TbMetRS inhib – blocks T. brucei methionyl-tRNA synthetase activity; purified T. brucei MetRS, ATP depletion, Kinase-Glo luminescence; inhibition, % at 11.9 µM; hit rate 0.4% among 360,000; AID 624268;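 active = inhibition above a per-plate cutoff of the control wells' mean inhibition plus 3 SD, cut at about 5.5% in these data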;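 note: 0% = DMSO wells median and 100% = median of wells with control inhibitor compound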
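Test system – parasite MetRS enzyme · Reagent – substrates ATP, L-methionine and bulk Escherichia coli tRNA · Doses – 11.9 µM compound single dose, 0.9% DMSO · Times – 15 min enzyme-compound preincubation, 2 h reaction, 10 min detection, 25 °C · Signal – Kinase-Glo luminescence, ATP depletion format · Controls – DMSO-only wells as low control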
Neddylation inh – blocks human cullin neddylation. P61081+Q13564. hit rate 0.58% among 360,000. TR-FRET cullin neddylation, biochemical. calls only at 25 µM; in the data active = inhibition above about 36%
Target sequence (P61081 whole entry, looked up): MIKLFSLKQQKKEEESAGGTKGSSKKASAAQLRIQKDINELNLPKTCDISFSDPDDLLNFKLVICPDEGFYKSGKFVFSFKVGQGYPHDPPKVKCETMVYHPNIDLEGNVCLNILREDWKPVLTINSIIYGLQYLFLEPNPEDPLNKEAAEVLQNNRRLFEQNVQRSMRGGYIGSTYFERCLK
Target sequence (Q13564 whole entry, looked up): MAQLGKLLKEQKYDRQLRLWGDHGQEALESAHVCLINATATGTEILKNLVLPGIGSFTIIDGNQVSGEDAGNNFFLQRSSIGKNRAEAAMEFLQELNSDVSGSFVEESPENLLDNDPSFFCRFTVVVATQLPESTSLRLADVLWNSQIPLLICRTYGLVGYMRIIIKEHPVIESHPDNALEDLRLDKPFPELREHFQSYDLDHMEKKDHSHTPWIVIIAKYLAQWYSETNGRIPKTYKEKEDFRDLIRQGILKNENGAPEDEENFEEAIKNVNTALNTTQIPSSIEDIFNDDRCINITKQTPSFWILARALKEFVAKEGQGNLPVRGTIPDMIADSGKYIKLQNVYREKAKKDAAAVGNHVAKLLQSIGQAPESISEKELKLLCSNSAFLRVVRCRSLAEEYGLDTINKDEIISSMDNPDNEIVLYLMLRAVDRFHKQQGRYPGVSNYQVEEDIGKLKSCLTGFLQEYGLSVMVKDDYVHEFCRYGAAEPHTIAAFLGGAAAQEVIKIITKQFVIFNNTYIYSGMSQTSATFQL
eLon inh – inhibits E. coli Lon protease; P0A9M0; purified E. coli Lon protease, fluorescence polarization; inhibition, % at 7.94 µM; hit rate 0.42% among 360,000; in the data active = inhibition above about 13%, passing the limit was not always enough;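 note: 0% = enzyme with probe and DMSO and 100% = no enzyme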
PABP1 MLLE inh – inhibitors of microRNA-mediated deadenylation, human PABP1 MLLE binding; P11940; GST-MLLE / FITC-PAM2 fluorescence polarization; inhibition, % at 20 µM; hit rate 0.36% among 360,000; AID 588489; in the data active = inhibition above about 35%, passing the limit was not always enough;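 note: plate controls were DMSO wells with GST-MLLE for no effect and wells lacking GST-MLLE protein for full effect; some results filed as inactive read as strong as hits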
Rin1-Abl PPI inh – blocks binding of human Rin1 to Abl. TR-FRET Rin1/Abl binding, biochemical. inhibition, % at 7.35 µM. P00519+Q13671. hit rate 0.4% among 360,000; in the data active = inhibition above about 5%, passing the limit was not always enough
FAS TE block – inhibitors of human fatty acid synthase thioesterase domain | P49327 | recombinant FAS-TE, OMFH fluorogenic substrate, fluorescence endpoint | inhibition, % at 15 µM | hit rate 0.67% among 360,000 | AID 602261;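 active = compounds whose normalised, plate-corrected inhibition of enzyme fluorescence in the single-dose primary screen is 50% or more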;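 note: 0% = DMSO with enzyme and 100% = substrate without enzyme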
MsrA act – activates bovine MsrA enzyme | activation, % at 10.6 µM | hit rate 0.3% among 360,000 | purified bovine MsrA, absorbance read-out | AID 602163; in the data active = activation above about 7.5%;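 note: 0% = vehicle and 100% = reference activator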
* hit, by the source's call; i = inactive; / = no result given.

SMILES	MsrA inhibitor	CSN inh	TbMetRS inhib	Neddylation inh	eLon inh	PABP1 MLLE inh	Rin1-Abl PPI inh	FAS TE block	MsrA act
O=c1oc(CCCO)cc2ccc(Br)cc12	3.6	1	1.8	i	-3	-3	-3	-5	-4
CCc1ccc(NC2=NCC(=O)N2c2ccc3c(c2)OCCO3)cc1	-0.4	-1	0.3	i	-5	3	0	-2	0
CCOC(=O)c1oc2cc(O)ccc2c(=O)c1-c1ccc(OC)cc1	1.4	-8	-1.0	i	6	-4	0	-7	-6
Clc1ccc(Cn2nnc(-c3ccc(N4CCOCC4)cc3)n2)cc1	0.5	1	0.1	i	2	6	-1	22	-2
COc1cc(NC(=O)N2CCc3nc(Nc4cc(Cl)cc(Cl)c4)ncc3C2)cc(OC)c1OC	2.1	2	0.8	i	-3	10	-1	20	0
COc1ccc(CC2NCCC3=CC(=O)CCC32)cc1O (stereo not drawn)	0.7	-3	-0.1	i	-12	5	0	-13	-2
CSc1ccccc1OCc1cc(C(=O)N2CCC[C@H]2C(N)=O)no1	-0.3	1	0.0	i	-2	-7	4	-6	-2
COc1cccc2cc(C(=O)N3CCN(C(=O)c4ccccc4)CC3)c(=O)oc12	1.2	4	-1.6	i	-9	-4	3	-6	-5
COc1cc(NC(=O)c2ccccc2Cl)c2ncccc2c1	0.7	-1	0.3	i	4	-13	-2	34	0
O=C(NCc1cccnc1)c1cccc(S(=O)(=O)N2CCCCC2)c1	0.5	-2	0.3	i	0	5	1	-9	-2
CCOc1cc(-c2cc(-c3ccccc3)nc(N)c2C#N)ccc1O	1.3	1	0.2	i	-2	-95	4	20	0
Cc1ccccc1NC(=O)NCC1CCN(C(=O)OC(C)(C)C)CC1	-0.3	-2	-0.6	i	-6	-14	-1	-3	-2
CCN(CC)C(=O)COc1coc(CN2CCN(c3ccccc3F)CC2)cc1=O	0.0	3	-0.2	i	6	0	-1	-7	-2
C=CCn1c(CCC)nc2ccccc21	-0.2	3	-0.4	i	2	-2	-2	-2	-2
CCCOc1ccccc1NC(=O)c1ccc(N)cc1	-0.2	2	-1.0	i	4	-13	1	0	0
Cc1cc(O)c(N=Nc2ccc(C(=O)O)cc2)cc1C	-0.4	-3	-0.4	i	0	7	-3	-6	-3
COc1ccc([C@H]2CC(=O)C=C(c3cccc(Cl)c3O)C2)cc1OC	-0.5	-1	0.4	i	3	-7	0	-1	-3
COc1ccc(CC(=O)OCC(=O)Nc2ccc3[nH]c(=O)[nH]c3c2)cc1OC	0.5	-1	-0.1	i	4	-73	0	-5	0
O=C(NCCc1c[nH]c2ccccc12)C1CCN(S(=O)(=O)c2ccc(F)cc2)CC1	-0.1	9	-0.8	i	4	0	1	3	-2
COc1ccc(-n2ncc(C(=O)N3CCN(c4ccc(F)cc4)CC3)c2C)cc1	-0.1	-1	-0.3	i	-6	-1	2	-3	-4
O=C(N=C1SC2CS(=O)(=O)CC2N1Cc1ccccc1)c1ccccc1 (stereo not drawn)	0.0	8	0.3	i	1	0	-1	-6	-1
Cc1cc(C)c(OCCOCCN2CCNCC2)c(C)c1	0.4	-1	-0.6	i	-7	12	-4	1	-1
CCc1ccc(CN(C)C(=O)c2cc(COc3cccc4cnccc34)on2)cc1	1.1	1	-0.3	i	8	-6	-2	13	-1
Cc1ccc(NC(=O)CSc2nc3c(c(=O)[nH]2)CCC3)c(C)c1	-1.9	1	0.3	i	-4	-1	-4	-1	-3
CCc1ccc(NC(=O)c2ccc3c(c2)C(=O)N(Cc2ccco2)C3=O)cc1	0.7	6	-0.7	i	-5	16	1	2	-4

A few values from above.
Clc1ccc(Cn2nnc(-c3ccc(N4CCOCC4)cc3)n2)cc1 in FAS TE block reads 22
CSc1ccccc1OCc1cc(C(=O)N2CCC[C@H]2C(N)=O)no1 in eLon inh reads -2

Profiles from above:
Profile of `Cc1cc(O)c(N=Nc2ccc(C(=O)O)cc2)cc1C` : MsrA inhibitor = -0.4; CSN inh = -3; TbMetRS inhib = -0.4; Neddylation inh = i; eLon inh = 0; PABP1 MLLE inh = 7; Rin1-Abl PPI inh = -3; FAS TE block = -6; MsrA act = -3
Profile of `COc1ccc(CC(=O)OCC(=O)Nc2ccc3[nH]c(=O)[nH]c3c2)cc1OC` : MsrA inhibitor = 0.5; CSN inh = -1; TbMetRS inhib = -0.1; Neddylation inh = i; eLon inh = 4; PABP1 MLLE inh = -73; Rin1-Abl PPI inh = 0; FAS TE block = -5; MsrA act = 0
Profile of `COc1ccc(CC2NCCC3=CC(=O)CCC32)cc1O` (stereo not drawn) : MsrA inhibitor = 0.7; CSN inh = -3; TbMetRS inhib = -0.1; Neddylation inh = i; eLon inh = -12; PABP1 MLLE inh = 5; Rin1-Abl PPI inh = 0; FAS TE block = -13; MsrA act = -2

Next records
SMILES	MsrA inhibitor	CSN inh	TbMetRS inhib	Neddylation inh	eLon inh	PABP1 MLLE inh	Rin1-Abl PPI inh	FAS TE block	MsrA act
CCc1nc(Cl)c(C#N)c2c1CCCC2	0.8	11	-0.4	i	9	-3	0	16	-3
CCCCn1c(N)c(N(CCOC)C(=O)COC(=O)Cc2cccc(OC)c2)c(=O)[nH]c1=O	0.1	-1	-0.5	i	-10	0	0	-9	-3
Cc1ccc(-c2nnc3ccc(SCC(=O)N4CCCc5ccccc54)nn23)cc1	1.0	-15	-0.5	i	0	26	-2	74*	-3
CCCCc1ccc(S(=O)(=O)N/N=C(/C)c2ccncc2)cc1	1.4	-1	-0.6	i	-5	-3	-1	1	-3
CC(=O)Nc1sc(C)c(C)c1C(=O)OCC(=O)N(CC(C)C)c1c(N)n(Cc2ccccc2)c(=O)[nH]c1=O	1.1	1	-0.5	i	5	-10	2	-8	-3
C/C(=N/Nc1ccc(C(=O)O)cc1)c1ccc2c(c1)Nc1ccccc1S2	0.1	12	1.4	i	-21	0	2	52*	-4
CC(C)N(Cc1ccccc1)C(=O)COC(=O)C1CCCCC1	-1.1	3	0.4	i	-10	2	0	1	0
CCCN(C(=O)c1c(CC)noc1C)c1c(N)n(Cc2ccccc2)c(=O)[nH]c1=O	-1.5	3	-0.3	i	3	-9	1	-7	-2
O=C(Nc1ccncc1)Nc1ccccn1	0.2	1	-0.6	i	-5	-13	0	-1	0
CCC(C)(C)NC(=O)C(c1ccccc1Cl)N(C(=O)CCC(=O)Nc1cc(C)on1)C1CC1 (stereo not drawn)	-0.6	2	-0.5	i	7	-7	3	3	-12
C[C@H]1[C@H](NC(=O)C(=NOC(C)(C)C(=O)O)c2csc(N)n2)C(=O)N1S(=O)(=O)O	-0.1	1	-1.0	i	-3	-6	-2	0	-3
COc1cc(/C=C2/C(=O)N(c3cccc(Br)c3)N=C2C)cc(OC)c1O	3.5	30	0.1	i	-148	-139	2	-6	0
CC(C)(O)C#Cc1ccc(CNC[C@H]2O[C@@H](n3cnc4c(N)ncnc43)[C@H](O)[C@@H]2O)s1	1.0	-2	0.2	i	-1	6	-1	-12	-2
CNC(=O)c1ccc(-c2cc3onc(-c4ccccc4)c3c(=O)n2C)cc1	-0.4	3	0.3	i	-14	-14	-1	-19	-2
CC(C)(C)OC(=O)C[C@@H]1C/C=C\C[C@@H](CC(=O)N(CCO)Cc2ccccc2)C(=O)NC[C@H](c2ccccc2)OC1=O	-0.8	-5	-0.4	i	4	-4	-3	-4	0
CCC(C)NC(=O)CCn1ccc2cc(S(=O)(=O)N3CCCC3)ccc21 (stereo not drawn)	0.2	-2	-0.3	i	-9	-3	1	-3	1
C[C@@H]1CN([C@H](C)CO)S(=O)(=O)c2ccc(Br)cc2O[C@H]1CN(C)C(=O)Nc1ccc(F)cc1	1.6	-2	-1.0	i	-3	2	3	3	-4
CC1CCN(C(=O)COC(=O)/C=C/c2ccc(Br)o2)CC1	1.5	9	-0.1	i	-1	-4	-2	-4	-4
CCCCCCN1C[C@@H](n2cc(C3CC3)nn2)[C@H](O)C[C@@H]1c1ccccc1	-1.0	6	-0.7	i	-10	-5	-5	-7	-3
CCCCn1cc2c(c1-c1cccc(C)c1)c(=O)n(C)c(=O)n2C	1.1	1	-0.7	i	9	2	-1	6	-5
CCn1c(SCc2ccc([N+](=O)[O-])cc2)nnc1C(C)NC(=O)c1ccc(C)cc1 (stereo not drawn)	-0.8	-18	-0.4	i	-5	-9	-3	-2	-1
Cc1ccc(NS(=O)(=O)c2ccc(C(=O)NCc3ccncc3)cc2)cc1	-0.8	-1	-0.4	i	18	6	2	-2	-2
Cc1ccc(S(=O)(=O)N2CCCC2CNC(=O)C(=O)NCc2cccs2)cc1 (stereo not drawn)	1.1	2	-0.4	i	-2	7	0	3	-3
CCc1ccc(OCC(=O)N/N=C(\C)c2ccc(-n3ccnc3)cc2)cc1	0.9	-5	0.7	i	7	1	0	2	-2
CCN1CN(CCc2ccccc2)CNC1=S	-0.5	-6	-0.3	i	-9	-57	-1	-10	-1
Later entries
SMILES	MsrA inhibitor	CSN inh	TbMetRS inhib	Neddylation inh	eLon inh	PABP1 MLLE inh	Rin1-Abl PPI inh	FAS TE block	MsrA act
O=c1c2ccccc2oc2cc(OCc3ccc(F)cc3)cc(O)c12	1.1	-1	-0.3	i	-1	12	0	16	-2
Cc1ccc(C)c(NC(=O)CCC(=O)NNC(=O)c2cccs2)c1	0.1	3	-0.1	i	-7	4	2	-11	-4
Cc1cc(C(=O)N2C(C)CCCC2C)no1 (stereo not drawn)	-0.8	4	0.3	i	-9	-1	0	-5	-1
COc1ccc(N(CC(=O)NCCSCc2ccco2)S(=O)(=O)c2ccccc2)cc1OC	-0.1	6	0.2	i	-11	1	1	0	-4
O=C(/C=C/c1ccc2c(c1)OCO2)NCCSCc1ccc(Cl)cc1	0.4	-1	-0.5	i	8	2	2	17	-1
[2H]c1c([2H])c([2H])c(-c2nc(N3CCCCCC3)sc2C(=O)c2ccccc2)c([2H])c1[2H]	-0.1	2	-0.8	i	-4	22	-2	19	-1
COc1ccccc1N1CCN(C(=O)c2cc(C(C)(C)C)oc2C)CC1	-1.0	1	-0.5	i	-13	-7	-3	4	-6
CCCSc1nnc(NC(=O)c2sc3nc(-c4cccs4)ccc3c2N)s1	3.2	9	-0.1	i	-7	-27	-2	1	2
CSc1ccc(CN2CCC(Cc3ccccc3)CC2)cc1	-0.2	-1	-0.2	i	2	11	-3	0	-2
CC(NC(=O)CCNS(=O)(=O)c1ccccc1)c1ccccc1 (stereo not drawn)	-1.2	3	-0.6	i	5	-4	1	-4	-6
COc1ccc(/C=N/NC(=O)c2cccc3ccccc23)c(OC)c1OC	0.8	0	0.1	i	-23	-13	-3	-1	-2
C=CC[C@@H](CC(=O)N[C@H](CO)Cc1ccccc1)C(=O)N[C@@H](C)COC(=O)[C@@H](CC=C)Cc1ccc(F)cc1	-0.1	-2	-0.4	i	1	0	3	10	-6
O=c1cc(-c2ccccc2)nc2c(Cl)cc(Cl)cn12	-1.1	0	-0.1	i	1	9	2	0	-3
CCOCCCNc1c(CC)c(C)c(C#N)c2nc3ccccc3n12	0.8	2	0.0	/	2	-7	-3	5	-2
COc1ccc(N2CCN(CC(=O)Nc3nc4c(s3)CC(C)CC4)CC2)cc1 (stereo not drawn)	-0.2	2	-0.8	i	-3	-4	0	43	1
COc1ccc(C(CNC(=O)C(CC(C)C)NS(=O)(=O)c2ccc(C)cc2)N2CCOCC2)cc1 (stereo not drawn)	0.1	-1	-0.3	i	-13	3	2	-2	-4
CN(C)CCCN(C(=O)c1ccc(S(=O)(=O)N2CCc3ccccc3C2)cc1)c1nc2ccc(F)cc2s1	-1.2	99*	-0.1	i	-12	-4	2	13	-2
CC1(NS(=O)(=O)c2ccc(Cl)s2)CCS(=O)(=O)C1 (stereo not drawn)	-1.2	-3	-0.2	i	-12	1	4	-6	-6
COc1cccc(C#Cc2ccc3c(c2)O[C@H](CN(C)S(=O)(=O)c2ccccc2F)[C@H](C)CN([C@H](C)CO)S3(=O)=O)c1	1.1	4	-1.1	i	6	6	1	9	-1
